Screens deposited in PubChem by several laboratories.
IEC-6 cytotox: cytotoxicity in IEC-6 intestinal epithelial cells, primary screen, cytotoxicity control for KLF5 inhibitor project, cell-based, luminescence | IEC-6 cytotoxicity, luminescence viability | inhibition, % at 5 µM | hit rate 0.78% among 290,000; in the data active = inhibition above about 22%;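 note: 0% = plate median of test compound wells and 100% = cytotoxic reference compound wells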
HIF activator: HIF pathway transcriptional activators, primary screen, cell-based, U2OS HRE-luciferase, luminescence; U2OS HRE-luciferase reporter; normalized: DMSO 0%, desferrioxamine 100%; hit rate 0.32% among 300,000; activation, % at 7.5 µM (by protocol);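 active = mean activation of at least 10% of the iron chelator positive control signal, with at least half of replicates also reaching 10%; inconclusive = mean and replicate majority disagree about reaching 10%; inactive = mean and most replicates under 10%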
HSF-1 act: HSF-1 activators, primary screen, NIH3T3-HGL cells, MG132 stress, luminescence, single point | NIH3T3-HGL HSF-1 luciferase reporter, 8 h; 100% = twice DMSO control signal | activation, % at 9 µM | hit rate 1.7% among 300,000;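 active = mean replicate activation of at least 50% with a set share of replicates each reaching 50%; inconclusive = only one of those two conditions met; inactive = mean below 50% and too few replicates reaching it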;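 note: 0% = median of the neutral control wells and 100% = twice that signal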
KLF5 inhibitor: KLF5 expression inhibitors, primary screen, DLD-1 cells, luminescence; hit rate 0.23% among 290,000; DLD-1 KLF5 promoter-luciferase reporter; inhibition, % at 5 µM;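 active = inhibition above a per-plate limit of that plate's mean compound inhibition plus 3 SD, cut at about 60% in these data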;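 note: 0% = DMSO wells and 100% = LY294002 at 200 µM; higher means less KLF5 promoter-driven luciferase light; inactives centre near -14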
HDAC3 inh: HDAC3 deacetylase inhibitors, primary screen, biochemical, fluorescence, cell-free homogeneous; Histone deacetylase 3 (Homo sapiens), O15379; recombinant HDAC3, fluorogenic peptide/trypsin coupled; inhibition, % at 8.3 µM; hit rate 0.15% among 320,000; AID 2718, 2010; in the data active = inhibition above about 26%, passing the limit was not always enough; inconclusive = no clear call, values can overlap the other calls
Target sequence (O15379 whole entry, looked up): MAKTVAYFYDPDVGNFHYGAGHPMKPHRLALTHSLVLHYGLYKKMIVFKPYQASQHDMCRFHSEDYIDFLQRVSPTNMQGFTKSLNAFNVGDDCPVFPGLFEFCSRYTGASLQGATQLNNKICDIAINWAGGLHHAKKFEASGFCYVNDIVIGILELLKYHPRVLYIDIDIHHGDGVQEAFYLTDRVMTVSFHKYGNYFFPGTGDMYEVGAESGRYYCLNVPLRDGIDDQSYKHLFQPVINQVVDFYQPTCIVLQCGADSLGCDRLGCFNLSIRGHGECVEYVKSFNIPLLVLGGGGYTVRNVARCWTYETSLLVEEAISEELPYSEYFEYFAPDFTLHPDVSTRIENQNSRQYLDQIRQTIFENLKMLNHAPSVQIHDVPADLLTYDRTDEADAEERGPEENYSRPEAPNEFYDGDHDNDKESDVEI
aSyn UTR inh: MLPCN primary screen, SNCA 5' untranslated region; alpha-synuclein 5'UTR reporter, inhibitor activity; inhibition, % (tested at 7.5 µM); hit rate 0.82% among 300,000; AID 1813, 2009; in the data active = inhibition above about 60%; inconclusive = no clear call, values can overlap the other calls;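 note: H4 neuroglioblastoma cells stably carrying SNCA 5'UTR luciferase fusion; 0% = DMSO wells and 100% = positive control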
HSP90 refold inh: HSP90 inhibitors, primary screen, cell lysate, luminescence | hit rate 0.91% among 290,000 | Rabbit reticulocyte lysate, luciferase refolding luminescence, 3 h | inhibition, % at 5.6 µM | Heat shock protein HSP 90 (rabbit reticulocyte lysate; luciferase refolding);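 active = inhibition above the screen-wide mean plus 3 SD, computed separately per campaign, cut at about 16% in these data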;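 note: 0% = DMSO wells and 100% = 60 µM geldanamycin wells; inhibitors lower the luminescence because luciferase stays unfolded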
HSF1 inhib: HSF1 inhibitors in luciferase reporter cells, primary screen, cell-based, NIH3T3, luminescence | NIH3T3-HGL HSE-luciferase, MG132-induced, luminescence 8 h; hits give low values | hit rate 0.77% among 300,000 | activity change, negative = inhibition, % at 7.5 µM (by protocol);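 active = more than half of replicate wells show activity change below -50%, luminescence cut by over half; inconclusive = some wells, but at most half, below -50%; inactive = no replicate well below -50%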;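 note: luciferase reports HSF-1 transcriptional activity via heat shock element; 0% = median of DMSO wells and -100% = zero luminescence signal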
Platelet DG rel: inhibitors of platelet dense granule secretion, primary screen, cell-based, MLPCN, human platelets | AID 1663, 2009 | inhibition, %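 (compounds screened at 7.5 µM in platelet-rich plasma)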 | hit rate 0.22% among 300,000 | human platelet-rich plasma, SFLLRN dense granule ATP release, luminescence;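 active = mean replicate score, as percent of positive control, at or above 50; inconclusive = mean below 50 but at least one replicate at or above 50; inactive = mean and every replicate below 50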
AI-2 QS mod: Vibrio harveyi AI-2 quorum sensing modulators, primary screen, JMH597 strain, luminescence/OD600 ratio | Vibrio harveyi JMH597 AI-2 luminescence/OD600 ratio, 9 h; hits give low values; strain lacks LuxN and CqsS sensors; 0 = neutral-control median | activity change, % at 7.5 µM | hit rate 0.4% among 300,000 | AID 2094, 2009; in the data active = activity change below about -75%, passing the limit was not always enough; inconclusive = no clear call, values can overlap the other calls;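 note: luminescence divided by OD600 gain over 9 h not by final OD600 alone; inactives centre near 13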
An asterisk follows results filed as active; ? = inconclusive; / = no result given.

1) O=C(CN1C(=O)S/C(=C\c2cccs2)C1=O)Nc1ccc(O)c(C(=O)O)c1
2) COc1cccc(-c2ccc(NC(=O)C3CCCN(Cc4cc(C)[nH]n4)C3)cc2)c1 (stereo not drawn)
3) COc1ccc2sc(NC(=O)CC(C)C)nc2c1
4) COc1cccc(N(CC(=O)NCc2cccnc2)S(C)(=O)=O)c1
5) Cn1c(CNC(=O)c2ccccc2F)nnc1SCC(=O)N1CCN(c2ccccc2)CC1
6) COc1cc(NC(=O)NS(=O)(=O)c2ccc(C)cc2)cc(OC)c1
7) COc1ccc(N2CCCC2)c(NC(=O)COc2ccccc2Cl)c1
8) Cc1nc2sc(C(c3ccco3)N3CCC(Cc4ccccc4)CC3)c(O)n2n1 (stereo not drawn)

compound no.	1	2	3	4	5	6	7	8
IEC-6 cytotox	-8	-1	-7	-3	-1	2	9	-5
HIF activator	0.8	1.0	3.4	0.8	-0.2	-0.2	-0.3	0.4
HSF-1 act	-2	8	37	-2	-9	7	3	13
KLF5 inhibitor	-34	2	-87	-42	23	-11	4	1
HDAC3 inh	-1	5	-2	10	6	3	2	15
aSyn UTR inh	-21	-33	-120	4	-36	-19	54	1
HSP90 refold inh	0	0	2	-4	2	1	-1	-3
HSF1 inhib	0	6	17	-3	2	-4	-4	3
Platelet DG rel	4	-7	8	2	-3	-10	1	-3
AI-2 QS mod	20	24	25	-7	18	15	6	18

9) C=CCNc1nc2ccccc2nc1NS(=O)(=O)c1ccc(Cl)cc1
10) Cc1ccc(CNc2ccc(CNc3ncn[nH]3)cc2)cc1
11) O=C(Nc1cnc2ccccn2c1=O)c1ccc(Cl)cc1
12) CCOC(=O)N1CCN(C(=O)c2ccc3nc(N4CCCCC4)sc3c2)CC1
13) Cc1cc(/C=C(\C#N)C(=O)NC2CC2)c(C)[nH]1
14) COc1ccc(N2CCN(C(=O)c3ccc(SC)cc3OC)CC2)cc1
15) O=[N+]([O-])c1ccc(O)c(/C=N/n2cnc3ccccc32)c1
16) O=C(NC1CCCCCCC1)C1CCC(CNc2c(N3CCCC3)c(=O)c2=O)CC1 (stereo not drawn)

compound no.	9	10	11	12	13	14	15	16
IEC-6 cytotox	1	-2	-4	4	0	-5	0	-2
HIF activator	1.0	0.6	2.8	0.6	1.8	0.0	1.9	-0.2
HSF-1 act	39	10	33	-3	22	-13	14	0
KLF5 inhibitor	1	-37	-81	-54	-67	-33	-3	-11
HDAC3 inh	-1	2	7	2	-12	1	-2	-1
aSyn UTR inh	11	-56	-139	-60	-145	6	-67	19
HSP90 refold inh	1	-2	-1	22*	-7	-3	0	1
HSF1 inhib	23	-1	14	0	6	-6	15	0
Platelet DG rel	1	5	0	-3	4	13	-8	0
AI-2 QS mod	-6	-63	-16	19	3	29	10	8

17) CC(=O)Nc1ccc(CN2CCN(c3cccc(C(F)(F)F)c3)CC2)cc1
18) COc1ccc(Cl)cc1N1CC(C(=O)Nc2nccs2)CC1=O (stereo not drawn)
19) COc1ccc(OCCNC(=O)c2cccc(Oc3ccc(C(F)(F)F)cc3[N+](=O)[O-])c2)cc1
20) CC(=O)OCc1nc2ccccc2s1
21) COc1ccccc1CNC(=O)c1cc(C(C)C)nc2ccccc12
22) Cc1cccc(NC(=O)CSc2ncnc3c2oc2ccccc23)c1
23) OCC(O)C1OC(Nc2ccc(Cl)cc2)C(O)C1O (stereo not drawn)
24) COc1cc(/C=N\NC(=O)C2CC3C=CC2C3)ccc1O (stereo not drawn)

compound no.	17	18	19	20	21	22	23	24
IEC-6 cytotox	7	0	-1	0	3	1	3	7
HIF activator	0.1	0.9	-0.5	4.1	-0.3	-0.3	-0.3	-0.5
HSF-1 act	1	-4	15	2	11	-2	3	-2
KLF5 inhibitor	13	-11	29	-18	-14	-21	-11	-8
HDAC3 inh	-6	1	3	-2	-1	-3	-4	3
aSyn UTR inh	5	-3	9	-136	9	-1	-1	-22
HSP90 refold inh	3	0	-4	-2	0	-1	2	-5
HSF1 inhib	1	-4	4	1	2	-3	8	2
Platelet DG rel	1	-6	3	7	2	-1	-1	3
AI-2 QS mod	25	17	24	17	12	35	19	25

Arranged by value in Platelet DG rel (ascending): 5 of the compounds above
| cpd | SMILES | Platelet DG rel |
| --- | --- | --- |
| 18 | COc1ccc(Cl)cc1N1CC(C(=O)Nc2nccs2)CC1=O (stereo not drawn) | -6 |
| 23 | OCC(O)C1OC(Nc2ccc(Cl)cc2)C(O)C1O (stereo not drawn) | -1 |
| 17 | CC(=O)Nc1ccc(CN2CCN(c3cccc(C(F)(F)F)c3)CC2)cc1 | 1 |
| 24 | COc1cc(/C=N\NC(=O)C2CC3C=CC2C3)ccc1O (stereo not drawn) | 3 |
| 20 | CC(=O)OCc1nc2ccccc2s1 | 7 |

Carrying on:
25) COc1ccc(CN(C(=O)c2ccco2)c2ccc(C)c(C)c2)cc1
26) S=C(Nc1ccc(Oc2ccccc2)cc1)Nc1cccnc1
27) CC(=O)Nc1cccc(N2C(=O)CCC2=O)c1
28) FC(F)(F)c1cc(C(F)(F)F)c2ccc(N3CCN(c4ccccc4)CC3)nc2n1
29) CCN1CCN(c2cc(C(C)C)nc3c(-c4ccccc4)c(C)nn23)CC1
30) O=C(NNc1c2ccccc2nc2ccccc12)c1ccc(O)cc1O
31) CC(C)(C)c1ccc(C(=O)Nc2cccnc2)cc1
32) CC(c1ccccc1)N1CC(C(=O)N2CCN(c3ccc(F)cc3)CC2)CC1=O (stereo not drawn)

compound no.	25	26	27	28	29	30	31	32
IEC-6 cytotox	18	-7	0	4	2	5	2	0
HIF activator	2.8	-0.3	0.1	0.6	-0.6	0.3	0.8	-0.5
HSF-1 act	-38	-2	-6	24	18	36	48	?
KLF5 inhibitor	-4	-22	-28	-25	3	-24	-133	-27
HDAC3 inh	-5	3	-6	-2	4	8	-2	2
aSyn UTR inh	10	-17	-5	12	13	-79	-91	-7
HSP90 refold inh	0	1	-8	-1	1	-3	3	4
HSF1 inhib	-24	2	-9	16	-1	21	8	19
Platelet DG rel	-1	-2	-2	-2	-10	-3	8	-4
AI-2 QS mod	16	-4	17	2	11	-23	/	-8

33) COc1ccc(-c2nc(CS(=O)CC(=O)NCc3ccccc3)c(C)o2)cc1OC (stereo not drawn)
34) OC(CNCC1(N2CCCCC2)CCCCC1)COc1ccc(Cl)cc1Cl (stereo not drawn)
35) CS(=O)(=O)N(CC(=O)N1CCN(c2ccc(F)cc2)CC1)C1CCCCC1
36) CC(C)C(C)N(Cc1cccc(C(=O)O)c1)C(=O)c1ccc2ccccc2n1 (stereo not drawn)
37) CCC(C)n1cnc2c(=O)oc3ccccc3c21 (stereo not drawn)
38) COc1ccc(C(=O)NNC(=O)Cn2nnc(-c3ccc(OC)c(OC)c3)n2)cc1
39) Cc1ccc(S(=O)(=O)CCc2nc3ccccc3[nH]2)cc1
40) COc1ccc(-c2cc(C(F)(F)F)n3nc(C)cc3n2)cc1

compound no.	33	34	35	36	37	38	39	40
IEC-6 cytotox	-1	1	-6	/	11	2	1	-6
HIF activator	0.5	-0.6	-0.4	1.0	0.1	0.0	-0.5	0.0
HSF-1 act	23	10	0	7	/	17	-12	14
KLF5 inhibitor	-13	-4	-9	/	-11	-12	1	-40
HDAC3 inh	3	0	-1	-10	5	-6	-1	-9
aSyn UTR inh	20	-21	12	-8	20	4	16	-6
HSP90 refold inh	4	2	-2	/	0	-2	-1	0
HSF1 inhib	2	15	4	-3	/	-7	0	-1
Platelet DG rel	2	15	-2	-9	0	-7	2	-27
AI-2 QS mod	10	3	-2	12	12	1	12	6

41) O=C1CC(=O)Nc2cc(S(=O)(=O)Nc3ccc(F)cc3Cl)ccc2N1
42) CCCOc1cccc(C(=O)Nc2cccc3ncccc23)c1
43) O=C(Nc1ccc(NC(=S)NC(=O)c2cccs2)cc1)c1ccco1
44) CCOC(=O)c1sc2nc(CC(=O)OC)nc(NCc3ccco3)c2c1C
45) COc1ccc(CCNC(=O)CN(c2cc([N+](=O)[O-])ccc2OC)S(C)(=O)=O)cc1OC
46) CCn1c(CC(=O)Nc2ccc(C)c(Cl)c2)nnc1SCCOc1ccc(OC)cc1
47) O=[N+]([O-])c1cccc(-c2n[nH]c(=S)n2-c2ccccc2)c1
48) Cc1ccc(NC(=S)/N=C(\N)Nc2nc(C)c3ccccc3n2)cc1C

compound no.	41	42	43	44	45	46	47	48
IEC-6 cytotox	-3	-1	-2	2	3	-2	-1	0
HIF activator	-0.1	-0.7	0.8	0.0	0.2	0.0	-0.4	-0.3
HSF-1 act	5	5	15	?	12	22	-18	13
KLF5 inhibitor	-9	-5	-11	9	11	-8	-7	8
HDAC3 inh	-4	3	-2	/	9	16	6	2
aSyn UTR inh	29	-2	13	14	1	14	0	-43
HSP90 refold inh	-7	0	0	3	-3	1	-3	1
HSF1 inhib	6	-1	8	24	3	13	7	9
Platelet DG rel	-2	6	1	10	0	7	-1	2
AI-2 QS mod	16	-11	8	4	28	-3	10	30

Structures listed above printed as active in HSP90 refold inh.
item | Molecule | HSF-1 act | KLF5 inhibitor | HDAC3 inh | aSyn UTR inh | HSP90 refold inh | HSF1 inhib | Platelet DG rel | AI-2 QS mod
12 | CCOC(=O)N1CCN(C(=O)c2ccc3nc(N4CCCCC4)sc3c2)CC1 | -3 | -54 | 2 | -60 | 22* | 0 | -3 | 19

(cont.)
49) CCOC(=O)N1CCN(C(=O)C2CCN(c3ncnc4c3sc3cccc(F)c34)CC2)CC1
50) Cc1ccc(C)c(OCC(=O)OCC(=O)Nc2c(C)nn(-c3ccccc3)c2C)c1
51) O=C(CCc1ccccc1)Nc1ccc2ccccc2n1
52) CCOc1ccc(NC(=O)C2C3C=CC4(CN(C(C(=O)OC)C(C)C)C(=O)C24)O3)cc1 (stereo not drawn)
53) Cc1ccc(NC(=O)CSc2nnc([C@@H]3CCCN3C(=O)OC(C)(C)C)o2)c(C)c1
54) COCCNC(=O)c1c(CS(=O)(=O)c2ccccc2)noc1C(=O)NCc1ccccc1
55) CC1(C)CC(=O)C([N+](=O)[O-])=C(NCCCC(=O)O)C1
56) COc1ccc(OC)c(CCNC(=O)CCc2nnc3ccc(N4CCCCC4)nn23)c1

compound no.	49	50	51	52	53	54	55	56
IEC-6 cytotox	18	/	-6	9	1	/	7	6
HIF activator	0.1	-0.4	1.4	-0.1	-0.3	0.1	0.1	0.3
HSF-1 act	-6	-7	92*	-2	-11	3	-5	-2
KLF5 inhibitor	21	/	-123	-8	-9	/	22	-3
HDAC3 inh	0	-4	?	6	4	-8	15	-6
aSyn UTR inh	-18	-4	-146	-14	9	23	16	7
HSP90 refold inh	4	/	-3	-2	-5	/	-4	0
HSF1 inhib	-17	-10	41	-8	8	1	-12	-6
Platelet DG rel	4	-12	-2	-3	4	6	-7	?
AI-2 QS mod	28	-5	-11	23	22	24	23	24
